Source: PubChem
Vif imaging = HIV Vif inhibition | AID 602346 | hit rate 0.35% among 340,000 | inhibition, % at 7.49 µM | HEK293T cells, Vif self-association by quenched fluorescence, imaging, 24 h; in the data active means inhibition above about 50%, passing the limit was not always enough; further: some results filed as inactive read as strong as hits
NCOA1 inh = inhibitors of human steroid receptor coactivator 1 (SRC1) | Q15788 | HEK293 GAL4-SRC1 luciferase reporter, luminescence | inhibition, % at 3.6 µM | hit rate 0.12% among 360,000 | AID 588354;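 active means inhibition above the campaign mean plus 3 SD, with each screening campaign given its own cutoff, cut at about 60% in these data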;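 further: 0% = DMSO treated cells and 100% = gossypol at 36 µM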
SRC2 inh = inhibits human steroid receptor coactivator 2; hit rate 0.17% among 370,000; inhibition, % at 9 µM; AID 651957; HEK293 GAL4-SRC2 luciferase reporter, luminescence;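 active means inhibition above the mean inhibition of all tested compounds plus 3 SD, set per campaign, cut at about 52% in these data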;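 further: 0% = DMSO treated cells and 100% = cells given Gossypol at 36 µM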
NOD2-RIPK2 inh = NOD2-RIPK2 protein interaction inhibition. AID 624267. CHO BLA complementation NOD2-RIPK2, CCF4 ratio. O43353. hit rate 0.38% among 360,000. inhibition, % at 4.98 µM; in the data active means inhibition above about 21%;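 further: 0% = vehicle only and 100% = reference blocker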
Target sequence (O43353 whole entry, looked up): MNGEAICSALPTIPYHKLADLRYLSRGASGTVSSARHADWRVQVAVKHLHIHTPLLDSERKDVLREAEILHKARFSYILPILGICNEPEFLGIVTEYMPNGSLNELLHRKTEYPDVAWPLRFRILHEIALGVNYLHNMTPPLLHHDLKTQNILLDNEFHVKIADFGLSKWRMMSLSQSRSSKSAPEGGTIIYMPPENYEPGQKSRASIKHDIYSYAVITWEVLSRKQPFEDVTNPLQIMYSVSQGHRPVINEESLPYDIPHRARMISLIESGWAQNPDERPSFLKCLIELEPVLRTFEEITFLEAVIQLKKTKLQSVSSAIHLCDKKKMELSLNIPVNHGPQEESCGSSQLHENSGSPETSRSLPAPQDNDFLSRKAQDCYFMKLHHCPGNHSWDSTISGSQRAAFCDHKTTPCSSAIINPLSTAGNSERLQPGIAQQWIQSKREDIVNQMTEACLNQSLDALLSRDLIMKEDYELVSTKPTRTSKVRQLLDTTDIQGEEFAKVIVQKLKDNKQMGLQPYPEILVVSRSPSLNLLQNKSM
EBV LMP1 NFkB = reduces LMP1-driven NF-kappaB luciferase signal; LMP1-induced NF-kappaB luciferase reporter cells, luminescence; inhibition, % at 12.5 µM; hit rate 0.69% among 350,000; AID 504558; in the data active means inhibition above about 41%;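 further: 0% = neutral control wells and 100% = reference inhibitor control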
LRH-1 inv ag = inverse agonists of human LRH-1 (NR5A2) | O00482 | HEK293T StAR-luciferase reporter, LRH-1 transfected, 24 h | inhibition, % at 3.6 µM | hit rate 0.13% among 360,000;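 active means inhibition above the mean inhibition of all tested compounds plus 3 SD, cut at about 73% in these data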;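 further: 0% = DMSO wells and 100% = reporter-only cells lacking LRH-1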
Target sequence (O00482 whole entry, looked up): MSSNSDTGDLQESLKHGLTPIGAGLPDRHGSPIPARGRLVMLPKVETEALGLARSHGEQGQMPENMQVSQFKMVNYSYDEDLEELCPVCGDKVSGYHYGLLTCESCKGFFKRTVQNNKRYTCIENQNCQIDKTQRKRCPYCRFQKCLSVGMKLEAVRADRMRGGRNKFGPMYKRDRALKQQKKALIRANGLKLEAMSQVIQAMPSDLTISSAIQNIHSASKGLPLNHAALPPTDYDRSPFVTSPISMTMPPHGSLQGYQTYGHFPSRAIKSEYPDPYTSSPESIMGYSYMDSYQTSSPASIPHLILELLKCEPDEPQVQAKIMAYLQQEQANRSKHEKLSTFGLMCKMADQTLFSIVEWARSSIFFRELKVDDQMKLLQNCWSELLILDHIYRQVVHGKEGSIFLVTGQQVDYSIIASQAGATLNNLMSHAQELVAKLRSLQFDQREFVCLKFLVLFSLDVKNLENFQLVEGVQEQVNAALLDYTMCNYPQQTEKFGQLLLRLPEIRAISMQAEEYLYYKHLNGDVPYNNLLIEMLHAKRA
C8 TRAIL sens = sensitizes caspase-8 expressing cells to TRAIL; NB7+C8 cells + TRAIL, ATPlite viability luminescence; hit rate 1% among 360,000; inhibition (viability loss, TRAIL sensitization), % at 10 µM;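 active means compounds causing at least 50% loss of cell viability in the single-dose screen, relative to plate controls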
NR2F2 inh = blocks human COUP-TFII nuclear receptor. HEK293T NGFI-A luciferase reporter, luminescence. inhibition, % at 8.6 µM. P24468. AID 686940. hit rate 0.7% among 370,000;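 active means inhibition above a per-plate cutoff, mean inhibition of test wells between control levels plus 3 SD, cut at about 38% in these data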;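 further: cells cotransfected with COUP-TFII expression vector driving the NGFI-A reporter; 0% = median of COUP-TF2 test wells and 100% = reporter-only cells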
NCOA3 inh = human NCOA3 inhibition. Q9Y6Q9. inhibition, % at 3.6 µM. hit rate 0.17% among 360,000. HEK293 GAL4-SRC3 luciferase reporter, luminescence;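 active means inhibition above a per-campaign cutoff, the mean of all compounds plus 3 SD, cut at about 60% in these data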;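 further: 0% = DMSO-treated cells and 100% = gossypol-treated cells at 36 µM; higher means less SRC3-driven luciferase light from the GAL4 reporter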
TROY signal inh = inhibitors of TROY-dependent NF-kB signaling | Q293 LMP1-TROYcd NF-kB luciferase reporter, 4 h | inhibition, % at 10 µM | hit rate 0.98% among 360,000 | AID 1347056;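 active means compounds whose plate-normalised and pattern-corrected inhibition of the luciferase reporter signal at the single screening dose is 50% or more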
TLR9-MyD88 inh = blocks human TLR9 binding to MyD88; Q9NR96+Q99836; CHO BLA complementation TLR9-MyD88, CCF4 FRET ratio; inhibition, % at 4.98 µM; hit rate 0.21% among 340,000;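 active means inhibition above the mean over all tested compounds plus 3 SD, cut at about 21% in these data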;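 further: 0% = DMSO only wells and 100% = clavulanate BLA inhibitor control wells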
Numbers without * were called inactive; / = not tested or not shown.

SMILES	Vif imaging	NCOA1 inh	SRC2 inh	NOD2-RIPK2 inh	EBV LMP1 NFkB	LRH-1 inv ag	C8 TRAIL sens	NR2F2 inh	NCOA3 inh	TROY signal inh	TLR9-MyD88 inh
Cc1cc2ccccc2nc1SCC(=O)N1CCCC1	1	5	18	-8	0	9	-10	3	15	-2	-2
CCc1ccc(C2C3=C(CCCC3=O)OC3=C2C(=O)CCC3)cc1	3	-2	-9	5	2	7	-9	4	6	3	-5
Cc1ccccc1-c1ccc(=O)n(CC(=O)Nc2ccc(-n3cnnn3)cc2)n1	8	1	1	-5	7	12	-48	-2	-16	-22	-6
O=C(O)c1ccc(CN2CCCCC2)o1	6	0	2	-11	-6	28	-5	4	7	-20	3
O=C1c2ccccc2C(Nc2cccnc2)N1Cc1ccc2c(c1)OCO2 (centres undefined)	0	5	5	-6	-3	9	1	3	-11	0	5
Cc1ccc(C)c2c1cc(C)c1nnc(SCC(=O)NCc3ccc4c(c3)OCO4)n12	-3	4	-16	-4	1	10	7	0	4	1	0
Cc1nn(C)c(C)c1S(=O)(=O)N(CC(=O)NCCCOC(C)C)c1ccc(C(C)C)cc1	3	-5	-15	-13	-3	0	9	0	9	-3	0
C=CCn1c(SCc2ccc(C(=O)Nc3ccccc3)cc2)nnc1-c1ccccc1	-1	-35	/	0	4	0	30	/	-9	-8	-14
COCCn1c(SCC(=O)NC2CCCC2)nc2ccccc2c1=O	-2	-20	-4	-11	-9	5	-3	-7	-13	-8	9
CCN(Cc1ccncc1)C(=O)c1ccccc1NS(=O)(=O)c1ccc(F)cc1	7	7	14	-6	-2	9	3	-5	6	-1	-2
Cc1ccc2n(n1)c(=O)c(Cc1ccccc1)c([O-])[n+]2-c1ccccc1	0	-13	-10	8	2	2	-12	14	7	-3	-22
CN1C(c2ccccc2)CCOS1(=O)=O (centres undefined)	5	-3	-13	0	1	9	-9	7	17	1	-7
CCOC(=O)c1[nH]ncc1CN1CCC(Cc2ccccc2)(C(=O)OCC)CC1	1	-9	-22	-7	8	-15	-4	5	20	28	-5
C/C(=C\c1ccco1)CN1CCN(Cc2ccc(C)o2)C(CCO)C1 (centres undefined)	-3	-1	-31	3	5	16	5	10	-1	5	-5
NC(=O)c1nn(-c2ccc(Cl)cc2Cl)c(=O)cc1O	3	7	-11	-5	16	-23	1	8	18	12	0
CCCc1c(C(=O)N/N=C/c2ccc(OCc3ccccc3)c(OC)c2)nnn1-c1nonc1N	1	-6	6	-9	-14	-18	32	-11	8	-8	-6
Cn1c(N)c(C(=O)COC(=O)CN2C(=O)c3ccccc3C2=O)c(=O)n(C)c1=O	-4	15	-51	-9	-10	21	-3	16	12	3	8
COc1ccccc1-c1nnc(NC(=O)c2cccc(N3C(=O)CCC3=O)c2)o1	-4	2	0	6	-11	1	6	5	15	10	-3
O=C(N1CCOCC1)N1CCN(C(c2ccccc2)c2ccccc2)CC1	4	6	14	0	-9	13	2	-8	-1	-3	-5
COc1cc(/C=C2/C(=O)NN(c3cccc(C)c3)C2=O)ccc1OC(=O)c1ccco1	0	-11	-18	3	5	-4	12	16	-2	-26	-3
CC(C)CC1(C)NC(=O)N(CC(=O)N2C(C)CCCC2C)C1=O (centres undefined)	-5	0	1	-13	-1	3	-19	-3	7	1	0
O=C(N/N=C/c1ccoc1)c1ccc(Cl)cc1Cl	-6	-38	-12	-7	-1	-2	-17	-15	-16	18	-3
CCOC(=O)C1=NOC(C(=O)NN(C)c2ncc(C(F)(F)F)cc2Cl)C1 (centres undefined)	17	-28	-9	-8	6	4	-3	0	-7	-7	-7
O=C(Cc1cn2ccsc2n1)OCc1ccccc1	-7	-52	-34	2	-54	10	19	-19	-88	-26	15
COc1ccc(-c2sc3ccccc3c2/C=C/c2ccncc2)cc1	-1	-7	-12	-6	-2	-20	-10	-10	11	-15	-1
O=C(COc1ccccc1)NC1CCS(=O)(=O)C1 (centres undefined)	11	12	-5	6	12	12	-1	-8	7	16	-3
COc1ccc(Cc2c(-c3cccc(Br)c3)nc3ccc(Br)cn23)c(C)c1	/	-70	-24	4	/	-53	5	-49	-31	-33	/
C[C@@H]1CC[C@@]2(O[C@H](CCO)C[C@@H](O)[C@@H]2O)O1	-2	-14	-24	-4	6	-4	-11	8	-15	-20	-9
COCCCN1CN(S(=O)(=O)c2ccc(C)cc2C)c2nc3ccccc3nc21	-2	24	4	-2	3	14	23	17	22	-6	1
COCCNC(=O)C1(C)CCCN(C(=O)c2ccccc2F)C1 (centres undefined)	-17	13	15	11	/	8	-5	8	-13	-1	/

A draw from above in order of SMILES length, largest number first.
SMILES	Vif imaging	NCOA1 inh	SRC2 inh	NOD2-RIPK2 inh	EBV LMP1 NFkB	LRH-1 inv ag	C8 TRAIL sens	NR2F2 inh	NCOA3 inh	TROY signal inh	TLR9-MyD88 inh
COc1ccc(-c2sc3ccccc3c2/C=C/c2ccncc2)cc1	-1	-7	-12	-6	-2	-20	-10	-10	11	-15	-1
COCCNC(=O)C1(C)CCCN(C(=O)c2ccccc2F)C1 (centres undefined)	-17	13	15	11	/	8	-5	8	-13	-1	/
O=C(COc1ccccc1)NC1CCS(=O)(=O)C1 (centres undefined)	11	12	-5	6	12	12	-1	-8	7	16	-3

(continued)
SMILES	Vif imaging	NCOA1 inh	SRC2 inh	NOD2-RIPK2 inh	EBV LMP1 NFkB	LRH-1 inv ag	C8 TRAIL sens	NR2F2 inh	NCOA3 inh	TROY signal inh	TLR9-MyD88 inh
Cc1ccc(S(=O)(=O)NNC(=O)CCCCC(=O)NNS(=O)(=O)c2ccc(C)cc2)cc1	-1	-2	23	-5	-1	-22	-7	3	-5	-12	-3
CC(OC(=O)c1snc(C(=O)NC2CCCCC2)c1N)C(=O)NC(C)(C)C (centres undefined)	/	2	20	6	0	22	22	3	2	8	0
COC(=O)CSc1cc([N+](=O)[O-])ccc1NC(=O)OC	5	10	-46	-4	-12	10	14	9	-4	-5	11
COc1ccc2[nH]c(C(=O)NCCc3ccccc3)cc2c1	-7	-42	-30	11	/	-35	-7	-22	-14	-32	/
CN1c2ccccc2C(C)(C)C12CCCC(=O)N2 (centres undefined)	5	-19	-18	7	-3	3	-1	3	-12	10	5
Cn1c(=O)n(Cc2ccccc2Cl)c2ccccc21	-1	-12	-5	6	-10	5	-2	-7	-2	-21	1
COC(=O)CC1=NN(c2nc3ccccc3s2)C(=O)/C1=C/N(C)C	5	4	27	-4	4	6	3	-7	-3	40	8
COc1ccc2[nH]c3c(c2c1)CCN1C(=O)C(CC(=O)NC(C)(C)C)C[C@H](C(=O)N2CCCCC2)[C@@]31C (some centres undefined)	-1	2	2	2	2	-22	0	1	3	9	-3
NC(=O)C1CCCN(Cc2c(C(=O)N3CCc4ccccc4C3)nc3ccc(Cl)cn23)C1 (centres undefined)	-4	0	-2	3	1	10	-10	-15	9	-14	0
COCCCN1C(=O)C(=O)/C(=C(/O)c2ccccc2)C1c1ccc(N(C)C)cc1 (centres undefined)	5	6	-3	2	-14	-20	-4	4	-21	-35	9
O=C(CSc1nncn1-c1ccccc1)c1c[nH]c2ccccc12	-9	13	4	-7	5	24	-3	12	-26	-2	8
CCCCN(CC)CCNC(=O)c1cn(C)c(=O)c2c1c1ccccc1n2C	-13	-12	3	5	-7	-7	5	-5	-6	8	5
Cc1ccc(/C=N/NC(=O)CN2CCN(S(=O)(=O)c3ccc(Br)cc3)CC2)s1	-6	-10	12	2	-3	12	16	-2	17	-64	-4
O=C(NCc1cccnc1)C(C(=O)c1ccc(F)cc1)n1ccccc1=O (centres undefined)	-4	-10	8	-4	-10	5	-6	2	9	-9	-20
CCCn1c(NC(=O)C2CCN(C(=O)c3ccccc3C)CC2)nc2ccccc21	-5	1	-14	2	10	9	31	8	-2	14	-1
Cc1cc(C(=O)NCc2cccnc2)cs1	7	-16	/	-2	-7	15	-14	/	2	7	-7
CSc1cc(/C=N/O)c(SC)s1	-1	-8	19	-4	16	6	7	-3	10	8	-3
Cc1c(NC(=O)CSc2nnc(-c3cccnc3)n2N)c(=O)n(-c2ccccc2)n1C	-2	3	10	4	1	6	-7	-4	-29	10	-6
Cc1cc(C(=O)Nn2c(-c3ccncc3)nc3ccccc3c2=O)ccc1[N+](=O)[O-]	-28	-2	-23	-5	1	-15	-6	2	-9	19	-7
Cc1ccccc1Cn1c(=O)c2c(nc3n2CCN3Cc2ccco2)n(C)c1=O	10	-8	-7	-6	-2	14	-7	3	14	18	-9
Cc1ccc(C(=O)NCCN2CCOCC2)cc1C	-12	-9	-18	5	2	13	-13	3	-2	7	4
C[C@H](CO)N1C[C@H](C)[C@@H](CN(C)S(=O)(=O)c2cn(C)cn2)Oc2ccc(NC(=O)C3CC3)cc2C1=O	-5	7	-15	-11	-4	20	0	-4	10	-5	-2
Cc1cc(C)cc(NC(=O)CCC(=O)Nc2nnc(C(C)C)s2)c1	-2	-6	11	-9	2	3	-13	-5	4	0	2
Cc1cccc(N(C)C(=O)CCS(=O)(=O)c2cccc3nonc23)c1	/	3	-9	-2	-1	-12	1	5	-6	-15	-12
CCOc1ccc(/C=C/C(=O)N2CCOCC2)cc1OC	1	4	-5	-2	-4	10	-6	0	-28	11	1
Cc1[nH]c2ccccc2c1C(=O)CN1C(=O)C(=O)N(CCC2=CCCCC2)C1=O	-4	-27	19	12	-7	18	-5	18	-8	8	-8
Fc1ccc(Nc2ccnc(Nc3ccc(F)cc3)n2)cc1	0	-48	-54	9	-23	-117	26	-36	-45	-19	-2
CCC(NC(=O)CCc1c(C)c2cc3c4c(oc3cc2oc1=O)CCCC4)C(=O)O (centres undefined)	-11	13	65*	-5	29	4	3	40*	11	-17	-10
Cc1ccc(-n2c(C)cc(/C=N/Nc3ccc([N+](=O)[O-])cn3)c2C)cc1	/	-2	-6	-12	-8	-28	-22	-9	-29	-4	4
CN(C)/C=C(\C#N)C(=O)N/N=C(\CC(=O)C(F)(F)F)c1ccco1	-9	7	-12	-8	-17	5	1	23	11	3	-2
CCOC(=O)c1c(N)sc2c(O)c(Br)ccc12	4	-6	-1	-5	-12	-5	-10	-7	-7	-21	-2
O=C(O)c1ccc(Cl)cc1Nc1nc2cc(Cl)ccc2o1	-1	7	-6	-21	-5	5	-5	9	-26	-44	-8
Cc1ccc(NC(=S)NC(=O)C2CCCCC2)c(Br)c1	-1	-102	-87	-1	-90	-120	9	-42	-107	-30	-17
COC(=O)c1cnc[nH]1	-3	-13	-6	-10	7	-32	-13	7	-3	-6	-2
CCOCCCNC(=S)N1CCC(NC(=O)C2CCCCC2)CC1	-5	11	14	0	-5	-5	0	7	17	11	-2
O=C(Nc1ccc(C(F)(F)F)cc1)c1cnc(N2CCN(c3ccccn3)CC2)c2ccccc12	0	-1	-12	0	10	17	24	3	-8	34	/
COc1ccc(C(=O)OC(C(=O)c2ccc(C)cc2)c2ccccc2)cc1 (centres undefined)	-21	-11	4	-4	-3	-11	3	-11	4	9	5
NC(=O)NCc1ccccc1	0	-2	-10	-11	10	2	-9	2	9	-11	2
CSCCC(NC(=O)c1ccccc1Cl)C(=O)NCC(c1ccco1)N1CCCCC1 (centres undefined)	1	-4	-23	-3	6	4	-13	12	-2	-15	-17
C[C@H]1CN([C@@H](C)CO)C(=O)CCCn2nncc2CO[C@H]1CN(C)S(=O)(=O)c1ccc(Oc2ccccc2)nc1	/	-50	-45	2	-5	-24	-5	0	-13	7	-13
CC1(C)Cc2ccccc2/C(=C/C(=O)N2CCCCCC2)N1	-4	-2	5	-19	1	9	3	5	3	-2	2

Only part of the results is shown; the hit share may differ from the screen's.
